Assay outcomes deposited in PubChem by several laboratories.
RBBP9 inh – human RBBP9 hydrolase inhibition | O75884 | recombinant RBBP9, FP-Rh probe fluorescence polarization | inhibition, % at 7.94 µM | actives 0.2% (n = 220,000) | AID 1515;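 active = inhibition above the campaign mean of all tested compounds plus 3 SD, cut at about 14% in these data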;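 also: plate controls were DMSO wells with RBBP9 for no effect and wells lacking RBBP9 protein for full effect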
Target sequence (O75884 whole entry, looked up): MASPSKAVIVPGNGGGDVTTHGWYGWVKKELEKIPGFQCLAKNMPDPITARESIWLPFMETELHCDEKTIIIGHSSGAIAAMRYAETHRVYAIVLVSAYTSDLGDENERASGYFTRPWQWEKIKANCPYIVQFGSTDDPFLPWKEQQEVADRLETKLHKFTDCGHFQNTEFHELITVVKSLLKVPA
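Measured by: FP readout at 525/598 nm; material: recombinant human RBBP9; also added: Serine-hydrolase probe FP-Rh, 375 nM pre-mixing; medium: Tris buffer pH 8.0, NaCl, Pluronic; replication: one well per compound; doses: one concentration, 7.94 µM nominal, 0.794% DMSO; timing: preincubation 30 min plus labeling 45 min at 25 °C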
BaF3 parental – reduces parental Ba/F3 cell viability, JAK2V617F counter-screen; actives 1.1% (n = 220,000); inhibition, % at 5.6 µM; CellTiter-Glo ATP luminescence; AID 1486;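 active = inhibition above a per-campaign cutoff, the mean inhibition of all tested compounds plus 3 SD, cut at about 27% in these data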;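 also: 0% = DMSO wells and 100% = JAK Inhibitor I control wells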
Ba/F3 V617F tox – reduce viability of Ba/F3 cells dependent on JAK2V617F; Ba/F3 EpoR-JAK2V617F viability, ATP luminescence; inhibition, % at 5.6 µM; actives 1.1% (n = 220,000); AID 1446;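 active = inhibition above the campaign mean plus 3 SD over all tested compounds, cut at about 24% in these data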;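 also: cytokine-independent growth of Ba/F3 cells driven by EpoR plus mutant JAK2; 0% = DMSO-treated cells and 100% = JAK inhibitor I control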
CHOP inhibitor – CHOP inhibition in unfolded protein response. CHO-K1 CHOP-promoter luciferase, tunicamycin-induced, 15-18 h. inhibition, % at 10 µM. actives 3.8% (n = 220,000). AID 2732;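 active = compounds that reduced the stress-induced luciferase reporter signal by more than about 70% of percent inhibition, limit read from the data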;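 also: 0% = tunicamycin plus vehicle and 100% = wells without tunicamycin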
TNF death inh – TNF-alpha cell death inhibition in Jurkat FADD-/- cells; Jurkat FADD-/- TNF necroptosis rescue, ATP luminescence, 24 h; 0 = TNF only, 100 = no-TNF cells; activation (protection from cell death), % at 10 µM; actives 0.068% (n = 220,000); AID 463075;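 active = activation, meaning protection from cell death, of at least 50% relative to plate controls; inactive = activation below 50%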;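 also: necroptosis triggered by 40 ng/mL TNF-alpha added together with compound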
zfTRPN1 agonist – activates the zebrafish TRPN1 channel; HEK293 zebrafish TRPN1-YFP, Fluo-8 calcium fluorescence; 100% = response to 87 µM carbachol; activation, % at 3 µM; actives 0.18% (n = 220,000);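 active = activation above its plate's cutoff, the mean activation of test wells on that plate plus 3 SD, cut at about 19% in these data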;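 also: 0% = DMSO alone and 100% = 87 µM carbachol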
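Control set: carbachol 87 µM as high control, DMSO as low control; system: HEK293 stable line with zebrafish TRPN1-YFP; read-out: % activation versus carbachol response; detection: intracellular calcium fluorescence with Fluo-8; doses: single test compound dose, 3 µM nominal, 0.3% DMSO; schedule: dye 1 h 37 °C plus 30 min RT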
Wee1 degr inh – human Wee1 degradation inhibition, primary screen. HeLa Luc-Wee1K328M stability, luciferase luminescence; 100% = proteasome inhibitor MG132 effect. actives 1.2% (n = 220,000). reporter increase, % at 5 µM. P30291. AID 1321;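 active = activation above the mean of all tested compounds plus 3 SD, set per screening run, cut at about 8.8% in these data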;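 also: cells exposed to compound for 20 h before luminescence read; 0% = DMSO alone and 100% = MG132 at 30 µM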
Target sequence (P30291 whole entry K328M): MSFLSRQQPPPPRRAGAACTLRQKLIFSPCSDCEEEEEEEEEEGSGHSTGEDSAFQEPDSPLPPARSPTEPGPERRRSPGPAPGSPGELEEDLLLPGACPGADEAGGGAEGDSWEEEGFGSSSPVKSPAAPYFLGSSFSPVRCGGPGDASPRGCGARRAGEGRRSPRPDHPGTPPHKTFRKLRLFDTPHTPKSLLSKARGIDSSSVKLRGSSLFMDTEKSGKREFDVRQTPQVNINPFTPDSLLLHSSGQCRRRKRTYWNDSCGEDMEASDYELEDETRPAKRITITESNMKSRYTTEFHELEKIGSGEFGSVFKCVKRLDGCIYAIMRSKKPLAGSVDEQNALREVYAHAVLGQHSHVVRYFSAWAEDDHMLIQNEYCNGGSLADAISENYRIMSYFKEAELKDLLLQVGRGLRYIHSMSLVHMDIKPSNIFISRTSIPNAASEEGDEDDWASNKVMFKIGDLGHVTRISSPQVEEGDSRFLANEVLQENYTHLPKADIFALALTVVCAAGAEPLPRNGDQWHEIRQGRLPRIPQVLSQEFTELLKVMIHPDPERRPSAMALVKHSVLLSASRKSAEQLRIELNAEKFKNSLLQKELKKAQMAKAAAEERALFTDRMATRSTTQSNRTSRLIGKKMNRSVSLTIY
PPC-1+TRAIL kill – compounds killing PPC-1 cancer cells with TRAIL present (potentiator screen, no TRAIL-free arm) | AID 1443 | actives 0.41% (n = 220,000) | PPC-1 cells + TRAIL, ATPLite viability luminescence | cell killing (% activity), % at 4 µM;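 active = cell killing above 50% in the first pass at 4 µM, then a duplicate retest at 5 µM averaging 50% or more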;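 also: plate controls were cells with TRAIL plus DMSO for no effect and medium-only wells lacking cells for full effect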
TRPML3 agonist – human mucolipin-3 channel agonism; AID 1448; Q8TDD5; activation, % at 3 µM; actives 0.29% (n = 220,000); HEK293 TRPML3-YFP, Fluo-8 calcium fluorescence; 100% = the carbachol control signal;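 active = activation above its plate's cutoff, the mean activation of the plate's test wells plus 3 SD, cut at about 12% in these data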;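 also: 0% = DMSO only wells and 100% = carbachol wells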
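Test system – HEK293 line with stable expression of human TRPML3-YFP channel · Control set – carbachol 87 µM final as high control (100%), DMSO as low control (0%) · Signal – Fluo-8 calcium dye fluorescence, ex 470-495, em 515-575 nm · Incubation – 1-h 37 °C dye load, 5-s basal, 120-s post-compound reads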
Starred values were filed as active, the others as inactive; nt = not tested or not shown.

Preview:
SMILES	RBBP9 inh	BaF3 parental	Ba/F3 V617F tox	CHOP inhibitor	TNF death inh	zfTRPN1 agonist	Wee1 degr inh	PPC-1+TRAIL kill	TRPML3 agonist
N#C/C(=C\c1ccc(Cl)cc1Cl)c1n[nH]c(Cn2cncn2)n1	-2	0	-4	-9	0.3	-0.7	-1	4	0.9
OCC1(Cc2ccccc2)CCCN(C2CCCC2)C1 (centres undefined)	8	2	-2	21	1.6	-0.6	1	21	-0.4
Cc1ccc(NC(=S)Nc2ccc(Br)cc2)cc1	-3	5	0	-8	-1.0	2.7	0	-6	0.1

Main list (from the top)
SMILES	RBBP9 inh	BaF3 parental	Ba/F3 V617F tox	CHOP inhibitor	TNF death inh	zfTRPN1 agonist	Wee1 degr inh	PPC-1+TRAIL kill	TRPML3 agonist
N#C/C(=C\c1ccc(Cl)cc1Cl)c1n[nH]c(Cn2cncn2)n1	-2	0	-4	-9	0.3	-0.7	-1	4	0.9
OCC1(Cc2ccccc2)CCCN(C2CCCC2)C1 (centres undefined)	8	2	-2	21	1.6	-0.6	1	21	-0.4
Cc1ccc(NC(=S)Nc2ccc(Br)cc2)cc1	-3	5	0	-8	-1.0	2.7	0	-6	0.1
COC(=O)c1c(-c2ccccc2Cl)noc1-c1cnc(N)nc1C(F)(F)F	8	-1	-3	8	5.6	1.5	-3	2	0.7
O=C(CSc1nnc(-c2ccccc2)n1CC1CCCO1)N1CCCC1 (centres undefined)	4	-1	-4	4	0.9	0.7	1	nt	0.0
CCOC(=O)c1cc(C#N)c(SCC(=O)O)[nH]c1=O	3	6	2	11	-0.5	-1.3	1	6	-0.2
CCN(CC)CCNS(=O)(=O)c1ccc2[nH]cc(C(=O)O)c(=O)c2c1	-9	0	-3	0	-1.3	1.3	1	-19	0.9
COc1ccc(C(=O)N[C@H](C(=O)NCc2cccs2)C(C)C)cc1	-1	11	3	17	0.1	0.1	0	10	-0.1
CC1CN(C(=S)NC(=O)c2ccco2)CC(C)O1 (centres undefined)	-8	7	0	17	0.4	0.8	-3	6	0.6
Cc1ccc(S(=O)(=O)/N=C(\CN2CCOCC2)N2CCCC2)cc1	6	1	0	10	0.3	0.3	-2	2	0.6
CN1C(=O)OC(C)(CCc2ccccc2)C1(C)O (centres undefined)	-5	0	-2	-5	0.9	1.0	1	20	0.3
Sc1oc(-c2ccccc2)cc1C=Nc1ccccc1	-11	3	-4	-11	-2.0	-0.4	-1	4	0.4
CC(C)C(CC(=O)NCc1ccco1)c1ccco1 (centres undefined)	-1	4	-1	-20	-1.0	-0.3	0	6	0.8
CCOC(=O)CSc1nnc(CNc2cccc(Cl)c2)n1C	4	7	2	19	0.4	1.7	-2	5	-0.2
COCCNc1nc(-c2cc3ccccc3o2)cs1	-5	4	-3	8	3.1	-2.8	3	13	-1.2
CC(C)CC(=O)c1c[nH]c(C(=O)NCCc2ccccn2)c1	-1	6	1	-5	-2.6	-0.5	-2	0	0.3
O=C(NCc1ccco1)c1sc2cc(Cl)ccc2c1Cl	-7	-1	-3	-26	-2.6	-0.2	2	12	-0.2
CN1CCN(C(=O)C2=C[C@@H](c3coc4ccccc4c3=O)C[C@@H](OCCCCO)O2)CC1	1	2	-3	37	0.4	-0.2	0	9	0.6
C1CCCC(N2CCNCC2)CC1	-10	0	-4	-5	1.0	-0.3	-1	-4	0.8
CCCCP(=O)(CCCC)c1ccccc1C(=O)O	-6	1	-1	-5	-0.8	1.6	-2	5	0.8
COc1cccc(-c2c(NC(=O)c3ccco3)n(-c3ccc(C)cc3)nc(C)c2=O)c1	-6	3	1	-14	-1.4	0.0	-2	-11	0.4
CCOc1ccccc1NC(=O)NC1CC2CCCC(C1)N2Cc1nnnn1CCc1ccccc1 (centres undefined)	-6	6	-1	44	4.0	1.7	3	16	0.4
COc1ccc(CN(C)CC(=O)Nc2ccc(Cl)cc2F)c(OC)c1	2	3	-6	11	1.5	-2.8	-3	7	-0.6
CC1CC(CN)CC(CO)C1 (centres undefined)	-3	3	-3	14	1.0	1.7	0	0	0.8
O=C(CCNc1cccc(Cl)c1)c1cccs1	-4	7	4	-9	-3.7	0.2	1	3	-0.3
Cc1ccccc1NC(=O)N1CCC(C(=O)c2ccc(F)cc2)CC1	-3	2	-5	-3	0.7	-0.3	2	42	0.5
COc1ccc(CC(=O)OCC(=O)Nc2cccnc2Cl)cc1OC	-3	4	4	-10	-0.6	-0.3	-1	15	-0.6
COc1ccccc1-c1coc2c(CN3CCN(C)CC3)c(O)ccc2c1=O	-4	-1	-3	nt	-3.8	-0.4	2	6	0.6
COC(=O)c1ccccc1S(=O)(=O)NC(=O)c1ccccc1	-3	5	3	20	-1.4	1.5	0	-3	0.1
COCCNC(=O)C(c1ccco1)N(C(=O)Cn1nnc2ccccc21)c1cc(C)ccc1C (centres undefined)	-5	1	-2	-2	-1.2	-0.4	-3	0	0.3
Cc1ccc(S(=O)(=O)N(C)CCCC(=O)n2nc(C)cc2C)cc1	5	2	-3	45	-2.0	1.4	2	-25	1.2
CC(=O)N1CCN(c2ccc(NC(=O)c3ccc(OCc4ccccc4)cc3)cc2)CC1	-1	-1	-4	24	-3.6	0.0	-2	30	0.9
O=C(CSc1nc(-c2ccco2)cc(C(F)(F)F)n1)Nc1ccccc1C(F)(F)F	-6	-2	-1	77*	-6.1	-0.6	0	-3	-0.4
CC1CCCC2(C1)NC(=S)N(c1ccccc1)N2 (centres undefined)	5	-1	-1	-31	-1.0	1.6	-3	17	1.3
CCn1c(=O)cc(SCC(=O)N2CCN(C(=O)c3ccco3)CC2)c2ccccc21	3	9	1	-1	-0.8	1.4	-2	1	-0.1
Cc1ccc(Cn2ccc(NC(=O)c3cc(-c4ccc(Cl)cc4)on3)n2)cc1	-5	8	-2	14	0.4	0.5	-2	5	0.6
Cc1c(NC(=O)/C=C/c2cccs2)c(=O)n(-c2ccccc2)n1C	8	3	4	-23	-3.6	1.4	3	-25	0.6
CC(C)C1O/C(=N/C(=O)Nc2ccc(Cl)c(Cl)c2)NC1=O (centres undefined)	-28	0	-4	61	-6.8	2.9	0	16	1.4
Cc1ccc(OCC(O)CN2C(=O)NC(C)(C)C2=O)cc1 (centres undefined)	3	1	-4	14	-1.3	-0.2	-2	22	0.8
CC(C)(C)c1ccc(O)c(N=Cc2cc(Br)ccc2O)c1	-5	5	0	98*	-5.3	0.7	-1	1	0.0
COc1ccc(N=C(C)C2=C(O)COC2=O)cc1	4	-3	-5	-7	0.2	0.0	-1	2	-0.1
Cc1c(/C=N/NC(=O)C(C)(C)Oc2ccc(Cl)cc2)cnn1C	-8	0	-2	26	-0.1	0.1	9.9*	13	0.6
Cc1cc2cc(CCNC(=O)C(=O)c3c[nH]c4ccccc34)c(=O)[nH]c2cc1C	2	7	-1	13	-6.5	1.1	-3	-3	0.1
O=C(COC(=O)c1cn(-c2ccccc2)nc1-c1ccccc1)c1cccc([N+](=O)[O-])c1	-6	6	-6	46	1.4	-3.0	1	9	0.1
Cc1c(C(=O)N2CCc3ccccc32)oc2c1C(=O)CC(C)(C)C2	-7	6	1	21	-0.8	0.1	4	-19	0.3
CCCC/C(O)=C1\C(=O)CC(C)(C)CC1=Nc1ccccc1OC	-3	2	-2	-4	-0.2	-0.6	3	14	-0.7
COCCNc1cc(C)nc2c(-c3ccccc3OC)c(C)nn12	0	2	-1	1	1.5	-0.8	-2	28	0.5
CCOC(=O)Cc1cc(=O)[nH]c(=O)[nH]1	-2	9	6	9	0.0	0.9	-1	26	-0.1
CC(C)(C)c1nc2c(C#N)c(-c3ccc(Cl)cc3)ccn2n1	-3	6	-1	101*	0.2	-0.7	-1	23	-0.3
Cc1[nH]n(-c2ccc([N+](=O)[O-])cc2)c(=O)c1C=NCCc1c[nH]c2ccccc12	-1	6	1	51	0.5	2.0	0	12	0.5
The results go on:
SMILES	RBBP9 inh	BaF3 parental	Ba/F3 V617F tox	CHOP inhibitor	TNF death inh	zfTRPN1 agonist	Wee1 degr inh	PPC-1+TRAIL kill	TRPML3 agonist
Cc1ccc(Nc2nc3c(c(=O)[nH]c(=O)n3C)n2Cc2ccc(F)cc2)cc1	-11	5	0	58	-5.0	-2.5	3	17	-0.3
O=C(CNc1ccccc1)NNC1=NCCC1	0	7	3	36	-0.3	-0.7	-1	4	0.0
COc1ccc(CCNC(=O)CN(c2cccc([N+](=O)[O-])c2)S(C)(=O)=O)cc1OC	1	4	-6	-10	0.8	-0.7	-2	20	0.3
CCOC(=O)N1CCN(C(=O)CCSc2ccc(C)cc2)CC1	-2	4	-1	21	-2.6	0.4	-1	3	-0.5
CCc1cc(Br)ccc1N1C(=O)C2CC=CCC2C1=O (centres undefined)	-1	5	0	34	-1.3	0.7	-2	40	3.6
O=C(c1nc2ccccn2c1CN1CCC(Cc2ccccc2)CC1)N1CCCC1	5	6	-2	-2	1.0	-2.9	-1	17	-0.1
COc1ccc(-c2n[nH]c(C(F)(F)F)c2-c2cc3ccccc3o2)c(O)c1	-27	1	-2	105*	-2.1	0.2	0	0	-0.3
COc1ccc(S(=O)(=O)NCC2CCC(C(=O)N3CCC4(CC3)OCCO4)CC2)cc1 (centres undefined)	-1	0	0	-2	-1.1	0.5	1	26	0.4
COc1ccc(N(C(=O)Cc2cccs2)C(C(=O)NC2CCCCC2)c2cccn2C)cc1OC (centres undefined)	4	2	0	5	1.7	-1.9	-2	11	-1.6
O=S(=O)(Cc1ccccc1)/C1=C(\N2CCOCC2)CCCCCC1	2	6	-2	1	5.1	0.7	-3	8	0.6
COc1ccc(/C=C(/C#N)C(=O)NC2CCCCC2)cc1Br	-6	-2	-3	19	-2.4	0.1	-2	11	1.9
O=C(NCc1ccccn1)c1ccc(N2CCCC2=O)cc1	-5	4	-1	-23	0.0	0.2	-2	8	0.9
COc1cc(C2CC(=O)N(c3ccc(C)cc3)C(=O)C2)cc(OC)c1OC	-3	-1	3	-17	-8.6	3.9	5	-1	1.1
CCOc1ccccc1N=CC1=C(O)CC(c2ccccc2)CC1=O (centres undefined)	4	-4	-2	24	-1.8	-1.0	4	30	-0.9
O=C(NNc1ncnc2sccc12)c1ccc(Cl)cc1	-5	4	-2	31	-5.0	10.0	-1	4	4.5
S=C(Nc1ccc(Cl)c(Cl)c1)N1CCOCC1	-3	12	4	23	1.2	1.6	-2	-6	0.9
COC(=O)c1ccc(C(=O)OC)c(NC(=O)COC(=O)C23CC4CC(CC(O)(C4)C2)C3)c1	3	2	-1	14	-0.7	1.7	-2	4	-0.1
